Peg3 promoter – Peg3 promoter-driven luciferase inhibitors, primary screen, cell-based, HeLa, luciferase luminescence; inhibition, % at 20 µM; HeLa PEG-Prom luciferase reporter, overnight; 360,000 compounds, 1.7% hits;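 active means inhibition of at least 50% at 20 µM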
TRPM1 prom inh – inhibitors of MITF-dependent TRPM1 promoter reporter, primary screen, cell-based, SK-MEL-5, single point, luciferase | SK-MEL-5 TRPM1 promoter luciferase, 24 h | 330,000 compounds, 0.83% hits | inhibition, % at 12.5 µM;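 active means mean inhibition across replicates of 60% or more, whatever share of single replicates reaches that level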; further: values of inactives mirror those of a sister screen read the other way
NR2E3 ag-1 – NR2E3 agonists in two-hybrid cells, primary screen, cell-based, luminescence, CHO-S, Gal4-NCOR/VP16-NR2E3; Photoreceptor-specific nuclear receptor (Homo sapiens), Q9Y5X4; 360,000 compounds, 0.35% hits; AID 602229, 2012; luciferase; inhibition of corepressor binding, % at 3.98 µM;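 active means inhibition above the mean of all tested compounds plus 3 SD, cut at about 70% in these data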;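 further: 0% = DMSO with NR2E3 transfected cells and 100% = cells lacking NR2E3 construct; higher means lower luciferase signal from less NR2E3 corepressor binding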
Target sequence (Q9Y5X4 whole entry, looked up, the tested form may be a part): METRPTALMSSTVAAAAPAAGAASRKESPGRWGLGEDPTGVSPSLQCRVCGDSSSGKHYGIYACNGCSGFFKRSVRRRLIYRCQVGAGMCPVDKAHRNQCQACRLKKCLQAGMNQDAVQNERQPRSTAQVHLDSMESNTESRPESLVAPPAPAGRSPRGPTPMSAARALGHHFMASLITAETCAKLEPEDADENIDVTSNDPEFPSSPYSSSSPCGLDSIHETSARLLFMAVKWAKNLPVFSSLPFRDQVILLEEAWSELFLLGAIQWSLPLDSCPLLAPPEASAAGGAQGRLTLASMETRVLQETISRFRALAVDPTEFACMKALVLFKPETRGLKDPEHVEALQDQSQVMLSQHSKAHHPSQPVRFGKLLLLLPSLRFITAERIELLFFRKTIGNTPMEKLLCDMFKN
PDI turbidity – inhibitors of human PDI, primary screen, biochemical, turbidity, single point, plate reader. inhibition, % at 10 µM. PDI insulin aggregation turbidity, A650, 90 min. Protein disulfide-isomerase (Homo sapiens), P07237. 350,000 compounds, 0.052% hits;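 active means mean inhibition across replicates of 30% or more, whatever share of single replicates reach that level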;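 further: absorbance from insulin aggregation driven by PDI reduction with DTT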
Target sequence (P07237 whole entry, looked up): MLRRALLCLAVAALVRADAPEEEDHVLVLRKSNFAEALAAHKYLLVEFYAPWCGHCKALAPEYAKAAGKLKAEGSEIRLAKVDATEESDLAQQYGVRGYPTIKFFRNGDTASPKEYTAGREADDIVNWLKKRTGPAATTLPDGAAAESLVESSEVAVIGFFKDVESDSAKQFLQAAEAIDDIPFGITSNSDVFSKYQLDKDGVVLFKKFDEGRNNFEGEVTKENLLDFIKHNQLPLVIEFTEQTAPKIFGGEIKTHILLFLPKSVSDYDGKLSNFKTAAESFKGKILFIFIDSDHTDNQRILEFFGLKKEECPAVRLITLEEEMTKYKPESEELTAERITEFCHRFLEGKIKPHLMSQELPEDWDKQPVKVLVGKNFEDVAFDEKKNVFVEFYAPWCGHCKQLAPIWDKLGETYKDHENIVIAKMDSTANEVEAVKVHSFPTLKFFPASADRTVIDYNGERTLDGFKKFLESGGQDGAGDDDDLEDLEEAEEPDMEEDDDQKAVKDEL
NR2E3 ag-2 – inhibitors of NR2E3-RetCOR corepressor binding, primary screen, NR2E3 agonist project, biochemical, TR-FRET, GST-NR2E3, biotin-RetCOR | Photoreceptor-specific nuclear receptor (Homo sapiens), Q9Y5X4 | 1536-well | inhibition of corepressor binding, % at 4.78 µM | 320,000 compounds, 0.12% hits | AID 2300, 2010;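 active means percent inhibition above the cutoff of mean plus 3 SD of all tested compounds, set per screening campaign, cut at about 20% in these data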;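 further: 0% = DMSO wells and 100% = biotin wells as full block of FRET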
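Material: NR2E3–RetCOR corepressor complex / Incubation: Compound–protein incubation for 5 h at 4 °C / Dosing: compound at 4.8 µM, single dose / Detection: time-resolved FRET / Benchmarks: high control biotin, low control 0.6% DMSO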
Vif inh – HIV Vif self-association inhibitors, primary screen, imaging, HEK293T, single point; HEK293T cells, Vif self-association by quenched fluorescence, 24 h; inhibition, % at 7.49 µM; 340,000 compounds, 0.35% hits; AID 602346, 2012; in the data active means inhibition above about 50%, passing the limit was not always enough; further: some results filed as inactive read as strong as hits
CaV13 FRET inh – Primary screen for inhibitors of IQ motif and Ca2+-dependent inactivation inhibitor domain binding in CACNA1D, Förster resonance energy transfer in living cells, … | HEK cells, CFP/YFP FRET ICDI-IQ, plate reader, 10 min; percent FRET-ratio fall versus neutral wells | AID 743397 | inhibition, % at 12.3 µM | 340,000 compounds, 0.098% hits;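 active means mean replicate inhibition of at least 30% and at least 1% of replicates passing that level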;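 further: 0% = median of the neutral control wells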
Shn3 3UTR inh – reduction of Shn3 3'UTR firefly luciferase signal, primary screen, Schnurri-3 inhibitor project, cell-based, Clone20 osteoblasts, set 2; Clone20 osteoblast Shn3 3'UTR firefly luciferase, 24 h; 360,000 compounds, 0.52% hits; inhibition, % at 12.5 µM;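 active means mean inhibition of at least 75% with every replicate also reaching 75%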;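 further: 0% = median of neutral control wells and 100% = pilot-screen positive control compound; some compounds past the cut are filed as inactive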
CF NFkB block – inhibitors of PAF-induced NF-kB signaling, primary screen, cell-based, GFP fluorescence, uHTS. AID 588850, 2011. inhibition, % at 5 µM. KKLEB NF-kB-GFP reporter, GFP fluorescence overnight. 360,000 compounds, 0.86% hits;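 active means at least 50% inhibition at 5 µM, scaled per plate between neutral and stimulator controls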;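 further: PAF is a Pseudomonas aeruginosa culture filtrate used as stimulus; plate controls were PAF-stimulated DMSO wells for no effect and unstimulated DMSO wells for full effect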
KKLEB tox – cytotoxicity in KKLEB CF airway cells, primary screen, cytotoxicity control for CF NF-kB inhibitor project, cell-based, uHTS, fluorescence assay plates | KKLEB CF airway cells viability, ATPlite luminescence, overnight; stronger effect = lower value; cells stimulated with P. aeruginosa culture filtrate | activity change (cytotoxicity), % at 5 µM | 360,000 compounds, 0.36% hits;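 active means corrected activity change at or below -50% at 5 µM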
HIF-2a inh – HIF-2a reporter inhibitors, primary screen, luminescence, 786-0 RCC cells; 786-0 RCC cells HIF-2a reporter, luciferase luminescence, overnight; 360,000 compounds, 0.72% hits; inhibition, % at 18.8 µM; AID 624352, 2012;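 active means inhibition of the luminescence signal of 40% or more relative to plate controls, in a single-dose primary screen at 18.75 µM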
The depositor's hits bear a star; · = no result given.

SMILES | Peg3 promoter | TRPM1 prom inh | NR2E3 ag-1 | PDI turbidity | NR2E3 ag-2 | Vif inh | CaV13 FRET inh | Shn3 3UTR inh | CF NFkB block | KKLEB tox | HIF-2a inh
Cc1ccc(NC(=O)C(=O)NCC2OCCc3ccccc32)cc1 (configuration not stated) | -27 | -24 | -13 | -6 | -1 | 2 | -1 | 10 | 0 | 19 | -21
CCCc1c(C)c2cc(C)ccc2[nH]c1=O | 1 | -5 | 20 | -9 | 1 | -2 | -5 | -1 | -21 | 10 | 0
CCOc1ccc(S(=O)(=O)Nc2nccs2)cc1 | 4 | 3 | -18 | 1 | 6 | -6 | · | -28 | -1 | 6 | 18
O=S1(=O)CCN(CCCc2ccccc2)CC1 | 15 | · | -3 | -5 | · | -3 | -5 | -2 | 29 | 10 | -1
COc1ccc(NC(=O)N(CCc2ccccc2)Cc2cc3c(C)cc(C)cc3[nH]c2=O)cc1 | -13 | -17 | -23 | -1 | 0 | -2 | -3 | 6 | 0 | -15 | -47
Cc1ccc2[nH]c(=O)c(CN(CCCN3CCOCC3)C(=O)NC3CCCCC3)cc2c1 | 3 | -18 | -22 | 9 | 4 | -8 | -7 | 3 | -1 | -10 | 17
O=C(NC(=S)Nc1ccc2c(c1)OCCO2)c1cccc2ccccc12 | -140 | 13 | -102 | -2 | 3 | -16 | -17 | 40 | 20 | -7 | -201
CC(C)Sc1n[nH]c(=O)n1-c1ccccc1 | 8 | 1 | -4 | 22 | -2 | 18 | -19 | -11 | -8 | 3 | 9
CC(C)CCNC(=O)NC(=O)COC(=O)C1=COCCO1 | 5 | 15 | 2 | 1 | 3 | 4 | -9 | -7 | 4 | 3 | -1
Cc1ccc(C)c(-n2nnnc2SCC(=O)Nc2cccc(-c3nnc4n3CCCCC4)c2)c1 | -4 | 20 | 1 | 2 | -5 | -12 | -4 | 13 | -12 | -3 | -9
O=C(NC1CCS(=O)(=O)C1)c1cccc(S(=O)(=O)N2CCCCC2)c1 (configuration not stated) | 17 | -15 | -20 | -4 | 2 | 0 | -7 | -13 | -8 | 0 | 15
CCOc1ccc(S(=O)(=O)N2CCN(CC(O)COc3cccc([N+](=O)[O-])c3)CC2)cc1 (configuration not stated) | 32 | -3 | 33 | 6 | 4 | -5 | -4 | 24 | 12 | -2 | 7
O=C(NCCC1=CCCCC1)C1CCC(CNc2c(N3CCCC3)c(=O)c2=O)CC1 (configuration not stated) | 8 | 1 | -22 | 0 | 2 | -5 | 9 | 1 | 11 | -1 | 3
O=C(O)C1CN(C(=O)c2ccccc2)c2cc(Cl)ccc2O1 (configuration not stated) | -12 | -1 | -3 | 0 | 0 | 9 | -18 | -2 | -20 | 5 | -9
COc1ccc(OC)c(NC(=O)c2cc(-c3cc(C)cc(C)c3O)n[nH]2)c1 | -17 | 8 | 10 | -5 | -4 | -5 | -3 | 23 | -2 | -20 | -15
CC(=O)Nc1cc(C(F)(F)F)ccc1OCCOc1ccccc1 | 6 | -11 | 13 | 1 | -3 | -4 | -8 | 5 | 1 | -12 | -59
CCCOc1ccc(C(=O)NC(=S)NCc2cccnc2)cc1 | 10 | -11 | -33 | 1 | 4 | -12 | -3 | -30 | 0 | -1 | -39
COc1ccccc1-c1cc(C(=O)O)c2c(=O)n(C)c(=O)n(Cc3ccccc3)c2n1 | 14 | -1 | -2 | -7 | 2 | 15 | -7 | -10 | 2 | -3 | 5
CC[n+]1ccc(C[n+]2ccccc2)c2ccccc21 | 19 | -2 | -21 | 5 | 0 | -4 | -4 | 5 | -17 | 10 | 1
Cc1ccc(-c2cc(C(=O)NCc3ccc4c(c3)OCO4)[nH]n2)c(O)c1C | -37 | -16 | -32 | 5 | -1 | 8 | -3 | 4 | -30 | 21 | -91
CCN(c1ccccc1)S(=O)(=O)c1ccc(NCC2COc3ccccc3O2)nc1 (configuration not stated) | 10 | 17 | -7 | 7 | -1 | -9 | -4 | 30 | -2 | -7 | 17
CC(Oc1ccc(Cl)cc1)c1ccnn1S(=O)(=O)c1ccc(Cl)cc1 (configuration not stated) | 18 | -8 | -7 | 0 | -2 | -1 | -4 | 10 | 5 | 1 | 16
CCc1noc(C)c1C(=O)N(CC)c1nc2c(C)cccc2s1 | -7 | 8 | -1 | 0 | -4 | 5 | -5 | -20 | 31 | -4 | 2
Cc1cccc(CS(=O)(=O)Cc2ccc(C(=O)NCc3cccnc3)o2)c1 | 9 | 1 | -22 | 3 | 4 | 0 | -4 | 4 | 2 | -9 | 0
Nc1c(C(=O)Nc2ccc(F)cc2)sc(=S)n1-c1ccccc1F | -145 | -50 | -22 | -1 | 5 | 19 | 1 | -6 | 18 | -6 | -120
O=C(CCS(=O)(=O)Cc1ccc(Cl)cc1)NCCCN1CCOCC1 | 13 | 6 | -11 | -1 | 3 | 12 | -7 | -10 | 4 | 6 | 10
COC(=O)c1ccc(OC(=O)/C=C/c2ccco2)cc1 | -14 | -8 | -18 | -5 | -3 | -4 | -2 | -3 | -5 | 8 | -4
O=C(NCc1ccccn1)c1cc2ccccc2oc1=O | -169 | -53 | -19 | 11 | 1 | -3 | · | -33 | 4 | 6 | -181
COc1ccc(/C=C/C(=O)OCC(=O)NC2CCCC2)c(OC)c1 | 0 | -9 | 13 | -11 | 3 | -2 | -2 | -37 | 0 | 6 | -10
CCOC(=O)C1(Cc2ccccc2Cl)CCN(S(C)(=O)=O)CC1 | -3 | -11 | -13 | 6 | -1 | -3 | -3 | 7 | -3 | -3 | 16
Clc1ccc(Cc2noc(Cc3ccccc3)n2)cc1Cl | -11 | -7 | -2 | -16 | 3 | 1 | -9 | -10 | -18 | 9 | -44
COCCCn1c(-c2cccc(Cl)c2)nc2c1c(=O)[nH]c(=O)n2Cc1ccccc1 | 24 | 15 | -3 | 4 | -1 | -17 | -20 | -61 | 1 | -4 | 27
COc1ccc(N2CCn3c2nc2c3c(=O)n(CCCc3ccccc3)c(=O)n2C)c(OC)c1 | 42 | 47 | 15 | -10 | -1 | -34 | -5 | 78 | 4 | -10 | 13
Cc1onc(-c2ccccc2Cl)c1C(=O)Nc1cccc2nsnc12 | 2 | 5 | -21 | -6 | 0 | -9 | · | 15 | -24 | 8 | 17
C=CCNC(=S)NNC(=O)c1ccc(OCCC)cc1 | -4 | 0 | 11 | 6 | -1 | 15 | · | -9 | 5 | 1 | -42
COc1ccc(-c2noc(CCCC(=O)Nc3cccnc3)n2)cc1OC | 17 | 9 | -13 | -3 | 4 | -9 | -16 | -14 | 13 | -25 | 7
COc1ccccc1C1NC(=O)NC(C)=C1C(=O)OC1CCCC(C)C1 (configuration not stated) | 27 | 4 | 6 | -5 | -3 | -15 | -4 | 13 | 12 | 11 | 18
CCN1CCN(C(=O)C2(NC(=O)Nc3cccc(F)c3)CCCCC2)CC1 | 8 | -6 | -33 | 5 | 2 | 5 | -5 | -5 | -10 | 0 | 9
CC(=O)OCC1OC(Nc2cccc(C)c2)C(OC(C)=O)C(OC(C)=O)C1OC(C)=O (configuration not stated) | 10 | 13 | 4 | -1 | -3 | 0 | -3 | -15 | 20 | 4 | 8
CC(C)c1nc2oc3c(NCc4cccnc4)ncnc3c2c2c1CCC2 | 30 | 22 | 3 | 3 | 3 | -1 | -3 | 5 | 24 | -22 | 24
Cc1cc(C)n(-c2nc(C)nc(NCc3ccccc3)n2)n1 | 9 | 11 | 15 | -1 | 1 | -9 | -1 | 1 | 10 | -16 | -1
CC1CCCN(CCCNC(=O)C2CC(=O)N(c3ccc(F)c(Cl)c3)C2)C1 (configuration not stated) | 2 | -6 | 21 | -2 | 2 | 2 | · | 2 | 1 | 1 | -9
C/C(=N/NC(=O)c1ccc(O)cc1)c1cccc([N+](=O)[O-])c1 | -127 | -50 | -18 | 6 | -1 | · | -3 | -23 | 4 | 6 | -118
CC(=O)Nc1cc(NC(=O)C2C3C=CC(C3)C2C(=O)O)ccc1Cl (configuration not stated) | 11 | 12 | 13 | 3 | -7 | 48 | -5 | -4 | 14 | 2 | 7
COc1cccc(CNC(=O)Cc2c(C(=O)O)[nH]c3ccccc23)c1 | 13 | 8 | 6 | -5 | 0 | 13 | -9 | -16 | -6 | 26 | 15
CC1(C)Cc2nc3sc(C(=O)NCCCO)c(N)c3cc2CS1 | -85 | -26 | 3 | -6 | -1 | 0 | 4 | -68 | -9 | -2 | -83
COc1ccc(C(=O)NCCN2C(=O)S/C(=C\c3cccnc3)C2=O)cc1[N+](=O)[O-] | -16 | -8 | -13 | 5 | 4 | 9 | -15 | -16 | 22 | -11 | -28
N/C(=N\OC(=O)c1cccs1)c1cccc([N+](=O)[O-])c1 | -243 | -42 | -51 | 11 | 1 | 0 | -4 | -43 | -24 | 4 | -260
COc1cc2cc(CN(CCCN3CCOCC3)Cc3nnnn3Cc3ccccc3)c(=O)[nH]c2cc1OC | 12 | -5 | -4 | 2 | 3 | -4 | -55 | -2 | -4 | -4 | 8
Cc1c(/C=N/O)c2ccccn2c1C(=O)c1ccc(F)cc1 | 9 | -16 | -29 | -2 | 4 | -1 | -5 | 5 | 42 | -12 | 32
Cc1ccc(NS(=O)(=O)c2cccc(C(=O)NCCCn3ccnc3)c2)cc1 | 20 | 2 | 15 | 0 | 4 | 2 | -12 | 7 | -5 | -1 | 15

From PubChem BioAssay
